Calpain2 inh = inhibitors of pig calpain II, primary screen, biochemical, fluorogenic peptide substrate, 1536-well; purified calpain II, 30 min; inhibition, % at 16 µM; 220,000 tested, 0.37% active; AID 1236, 2008;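 active = inhibition above about 50%, limit read from the data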
thrombin 1536 = human alpha-thrombin inhibitors, primary screen, counter-screen for coagulation protease inhibitor project, biochemical, 1536-well, fluorogenic AMC substrate | 220,000 tested, 0.26% active | Boc-VPR-AMC fluorogenic substrate cleavage | inhibition, % at 5 µM;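 active = inhibition at or above 40%; inactive = inhibition below 40%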;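 note: 0% = enzyme with no compound and 100% = wells without enzyme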
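Material: Human alpha-thrombin protein | Buffer or medium: pH 7.5 Tris-saline with Tween 20 | Reagent: Boc-VPR-AMC substrate, 15 µM final | Schedule: Reaction at ambient temperature | Detection: AMC fluorescence at 355 nm excitation and 460 nm emission | Evaluation: Percent inhibition scaled between no-compound controls and no-enzyme blanks | Controls: no-compound enzyme wells and no-enzyme blanks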
KCC2 mod = KCC2 cotransporter modulators, thallium flux, primary screen, cell-based, HEK293 KCC2, FluoZin-2 fluorescence, MLSMR; Solute carrier family 12 member 5 (Homo sapiens), Q9H2X9; KCC2 cells, thallium flux FluoZin-2 fluorescence; B-score of Tl+ flux slope (higher = more flux/activation; lower = inhibition) at 10 µM; 190,000 tested, 2.2% active;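 active = thallium flux slope and its plate-corrected score both differing from the plate sample mean at a set confidence after two filtering rounds, in either direction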;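 note: slope of fluorescence scaled to starting intensity during 10 to 20 s after thallium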
Target sequence (Q9H2X9 whole entry, looked up): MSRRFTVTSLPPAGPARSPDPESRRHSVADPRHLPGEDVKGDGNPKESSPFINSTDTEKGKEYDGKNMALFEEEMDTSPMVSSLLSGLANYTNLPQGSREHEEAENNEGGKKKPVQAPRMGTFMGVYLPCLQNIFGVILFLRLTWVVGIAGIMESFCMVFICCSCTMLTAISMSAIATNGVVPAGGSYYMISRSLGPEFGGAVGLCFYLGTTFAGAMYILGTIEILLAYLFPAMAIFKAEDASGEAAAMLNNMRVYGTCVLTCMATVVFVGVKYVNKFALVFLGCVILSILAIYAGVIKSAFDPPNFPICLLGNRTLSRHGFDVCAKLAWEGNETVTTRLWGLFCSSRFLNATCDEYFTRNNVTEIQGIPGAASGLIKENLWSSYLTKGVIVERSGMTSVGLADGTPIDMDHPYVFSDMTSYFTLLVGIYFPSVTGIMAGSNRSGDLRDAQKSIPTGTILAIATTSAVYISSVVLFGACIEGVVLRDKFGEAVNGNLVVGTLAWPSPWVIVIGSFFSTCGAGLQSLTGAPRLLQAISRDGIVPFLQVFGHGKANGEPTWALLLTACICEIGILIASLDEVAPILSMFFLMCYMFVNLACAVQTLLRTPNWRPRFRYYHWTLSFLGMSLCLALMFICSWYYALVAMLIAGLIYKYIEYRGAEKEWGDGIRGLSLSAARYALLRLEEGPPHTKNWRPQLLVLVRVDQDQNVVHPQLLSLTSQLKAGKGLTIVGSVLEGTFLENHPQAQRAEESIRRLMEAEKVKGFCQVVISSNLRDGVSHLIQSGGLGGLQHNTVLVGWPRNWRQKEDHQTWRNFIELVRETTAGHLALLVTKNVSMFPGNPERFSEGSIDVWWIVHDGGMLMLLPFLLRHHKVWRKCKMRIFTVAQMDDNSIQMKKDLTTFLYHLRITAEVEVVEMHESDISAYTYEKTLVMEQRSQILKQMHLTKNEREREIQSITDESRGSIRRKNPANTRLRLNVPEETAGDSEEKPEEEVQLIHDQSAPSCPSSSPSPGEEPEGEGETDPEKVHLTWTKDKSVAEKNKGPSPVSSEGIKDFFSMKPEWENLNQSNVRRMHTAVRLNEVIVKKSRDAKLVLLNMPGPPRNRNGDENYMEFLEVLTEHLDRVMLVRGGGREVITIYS
Furin inhibitor = human furin inhibitors, primary screen, biochemical, fluorescence intensity | 220,000 tested, 0.061% active | purified furin, fluorogenic substrate cleavage | inhibition, % at 30 µM; in the data active = inhibition above about 25%; note: inactives centre near -15
Rad51 HR inh = human RAD51 strand exchange inhibitors, primary screen, biochemical, fluorescence; inhibition, % at 10 µM; AID 1385, 2008; 200,000 tested, 0.085% active; hRad51 DNA strand exchange, fluorescence dequenching; DNA repair protein RAD51 homolog 1 (Homo sapiens), Q06609;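 active = inhibition above 40% at the single screening dose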;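 note: 0% = DMSO control wells and 100% = blanks with heterologous ssDNA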
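System: hRad51 filaments on single-stranded DNA; reagent: Fluorescein- and BHQ1-tagged 47-mer duplex; compound dosing: one concentration, 10 µM final; timing: filaments 15 min 37 °C, then compound 30 min; measured by: fluorescein emission 520 nm, excitation 485 nm; benchmarks: per-plate controls and blanks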
KLK5 inh = human KLK5 protease inhibitors, primary screen, biochemical, 1536-well; recombinant hK5, fluorogenic AMC substrate cleavage; inhibition, % at 5 µM; 210,000 tested, 0.59% active; AID 873, 2007;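 active = inhibition of 40% or more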;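 note: 0% = enzyme controls without compound and 100% = no-enzyme blanks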
PERK inhibitor = block of dimerizer-induced PERK translation repression, primary screen, PERK inhibitor project, CHO PERK-DD cells, SEAP luminescence, HTS | CHO PERK-DD fusion, SEAP luminescence translation reporter | inhibition, % at 5.6 µM | 220,000 tested, 0.17% active;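 active = inhibition above the mean inhibition of all tested compounds plus 3 SD, set separately per screening campaign, cut at about 2.9% in these data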;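 note: PERK kinase domain activated by AP20187 dimerizer at 100 nM; 0% = DMSO with dimerizer and 100% = rapamycin at 8.4 µM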
FXIa inh 1536 = human FXIa protease inhibitors, primary screen, biochemical, 1536-well | 220,000 tested, 0.14% active | inhibition, % at 5 µM | purified FXIa, Boc-Glu-Ala-Arg-AMC fluorogenic substrate;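 active = inhibition of at least 40%; inactive = inhibition below 40%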;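 note: fluorescence of freed AMC excited at 355 nm; 0% = enzyme without compound and 100% = no enzyme blank; many of its hits are not listed in these tables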
FXIIa inh 1536 = human FXIIa protease inhibitors, primary screen, biochemical, 1536-well. Coagulation factor XII (Homo sapiens), P00748. purified FXIIa, Boc-QGR-AMC fluorogenic substrate, 2 h. inhibition, % at 5 µM. 220,000 tested, 0.3% active. AID 800, 2007; in the data active = inhibition above about 40%;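 note: 0% = enzyme with no compound and 100% = blank without enzyme; many of its hits are not listed in these tables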
Numbers without * were called inactive; [ ] = another dose, or the depositor's remark. These rows are one share of the data. The share of hits here may be higher or lower than overall.

Screening O=C(Cn1cnc2ccccc2c1=O)Nc1cccc(-c2nnc3n2CCCCC3)c1 returned Calpain2 inh 29, thrombin 1536 3, KCC2 mod -0.19, Furin inhibitor -1[20 µM], Rad51 HR inh 2, KLK5 inh -7, PERK inhibitor 0.2, FXIa inh 1536 0 and FXIIa inh 1536 11.
CCN(CC)Cc1c(O)ccc2c(=O)c(Oc3ccccc3OC)coc12 was read as Calpain2 inh inactive, thrombin 1536 -4, KCC2 mod 0.059, Furin inhibitor -8[20 µM], Rad51 HR inh 0, KLK5 inh -80, PERK inhibitor 1.2, FXIa inh 1536 8 and FXIIa inh 1536 11.
`Cc1nn(C(=O)c2nn(C)cc2[N+](=O)[O-])c(C)c1Cl` gave Calpain2 inh 30, thrombin 1536 -7, KCC2 mod 1.3, Furin inhibitor -14, Rad51 HR inh -3, KLK5 inh -4, PERK inhibitor 0.1, FXIa inh 1536 -3 and FXIIa inh 1536 2.
Screening C=CCn1c(C)c(C(C)=O)cc(NC(=O)c2ccccc2)c1=O returned Calpain2 inh -7, thrombin 1536 -2, KCC2 mod 0.2, Furin inhibitor -27, Rad51 HR inh -8, KLK5 inh 2, PERK inhibitor 0.5, FXIa inh 1536 -2 and FXIIa inh 1536 10.
For Cc1ccc(Nc2nc(N)nc(CN3CCCCCC3)n2)c(C)c1 the results were Calpain2 inh -22, thrombin 1536 -3, KCC2 mod -1.5, Furin inhibitor -8[20 µM], KLK5 inh -4, PERK inhibitor -0.5, FXIa inh 1536 4 and FXIIa inh 1536 15.
COc1ccc(C(=O)CCNc2ccc(F)cc2)cc1 was read as Calpain2 inh 14, thrombin 1536 1, KCC2 mod -2.4, Furin inhibitor -12, Rad51 HR inh 2, KLK5 inh 0, PERK inhibitor -0.8, FXIa inh 1536 1 and FXIIa inh 1536 5.
Screening COc1ccc(/C=N/Nc2nc3ccccc3[nH]2)c(OC)c1OC returned Calpain2 inh -5, thrombin 1536 2, KCC2 mod -0.75, Furin inhibitor -9, Rad51 HR inh 3, KLK5 inh -1, PERK inhibitor -2.9, FXIa inh 1536 2 and FXIIa inh 1536 5.
For CN(C)CCCOC(=O)CCc1ccccc1 the results were Calpain2 inh 21, thrombin 1536 3, KCC2 mod 0.48, Furin inhibitor -13[20 µM], Rad51 HR inh 5, KLK5 inh -3, PERK inhibitor 0.3, FXIa inh 1536 1 and FXIIa inh 1536 14.
`Cn1nnnc1SCC(=O)N(C1CCCCC1)C1CCCCC1` gave Calpain2 inh 5, thrombin 1536 4, KCC2 mod -0.18, Furin inhibitor -23, KLK5 inh 35, PERK inhibitor -0.4, FXIa inh 1536 -6 and FXIIa inh 1536 -1.
`COC(=O)c1nn(-c2ccc(OC)cc2)c(=O)cc1Oc1ccccc1` gave Calpain2 inh -14, thrombin 1536 3, KCC2 mod -0.052, Furin inhibitor -25, Rad51 HR inh -30, KLK5 inh 5, PERK inhibitor 1.0, FXIa inh 1536 4 and FXIIa inh 1536 -2.
Cc1ccc(-n2c(C)nc3ncnc(-c4ccccc4)c32)cc1 was read as Calpain2 inh -11, thrombin 1536 -2, KCC2 mod -0.092, Furin inhibitor -20, KLK5 inh -11, PERK inhibitor -0.1, FXIa inh 1536 4 and FXIIa inh 1536 12.
Screening CC(OCCN1CCCC1)(c1ccc(F)cc1)c1ccc(F)cc1 returned Calpain2 inh 10, thrombin 1536 -7, Furin inhibitor -18, Rad51 HR inh 4, KLK5 inh -19, PERK inhibitor -1.3, FXIa inh 1536 -7 and FXIIa inh 1536 3.
For CCOC(=O)N1CCN(S(=O)(=O)c2ccc(F)c(C(=O)Nc3cccc(C)c3C)c2)CC1 the results were Calpain2 inh -14, thrombin 1536 2, KCC2 mod -0.014, Furin inhibitor -21, Rad51 HR inh -2, KLK5 inh 7, PERK inhibitor 0.1, FXIa inh 1536 0 and FXIIa inh 1536 10.
For CCCCOc1ccc(CC2CCC(=O)NC2=O)cc1 (stereo not drawn) the results were Calpain2 inh -13, thrombin 1536 5, KCC2 mod 0.94, Furin inhibitor -16, Rad51 HR inh 9, KLK5 inh -3, PERK inhibitor 0.2, FXIa inh 1536 -3 and FXIIa inh 1536 5.
Screening COc1cc(/C(C#N)=C/c2cccc3ccccc23)c([N+](=O)[O-])cc1OC returned Calpain2 inh 15, thrombin 1536 -2, KCC2 mod 0.5, Furin inhibitor -24, KLK5 inh -8, PERK inhibitor -0.9, FXIa inh 1536 1 and FXIIa inh 1536 9.
`Nc1nnc(CC(=O)N/N=C/c2cccc([N+](=O)[O-])c2)s1` gave Calpain2 inh 8, thrombin 1536 3, Furin inhibitor -17[20 µM], KLK5 inh 1, PERK inhibitor -0.2, FXIa inh 1536 1 and FXIIa inh 1536 10.
COc1ccc(OCC(=O)NC(=S)Nc2ccc(N3CCOCC3)c(Cl)c2)cc1 was read as Calpain2 inh -42, thrombin 1536 3, KCC2 mod 36*, Furin inhibitor 0[20 µM], Rad51 HR inh 1, KLK5 inh -7, PERK inhibitor 0.8, FXIa inh 1536 3 and FXIIa inh 1536 12.
Screening CCOc1ccc(N=C2NC(=O)S/C2=C\c2ccc(OC)cc2)cc1 returned Calpain2 inh -18, thrombin 1536 10, Furin inhibitor -17[20 µM], KLK5 inh 8, PERK inhibitor 0.3, FXIa inh 1536 5 and FXIIa inh 1536 15.
Screening CCOC(=O)Cc1csc2nc3sc(C)c(C)c3c(=O)n12 returned Calpain2 inh 1, thrombin 1536 -12, KCC2 mod 0.7, Furin inhibitor -13[20 µM], Rad51 HR inh -3, KLK5 inh 0, PERK inhibitor -0.5, FXIa inh 1536 1 and FXIIa inh 1536 -5.
`COc1cc2c(cc1NC(=O)C(C)OC(=O)/C=C/c1ccc(OC(F)F)cc1)oc1ccccc12` (stereo not drawn) gave Calpain2 inh -2, thrombin 1536 -3, KCC2 mod 1.8, Furin inhibitor -12, Rad51 HR inh -2, KLK5 inh -18, PERK inhibitor 1.1, FXIa inh 1536 -3 and FXIIa inh 1536 3.
For O=C(/C=C/c1ccc([N+](=O)[O-])cc1)N(c1ccccn1)C1CCCCC1 the results were Calpain2 inh -49, thrombin 1536 -3, KCC2 mod 0.17, Furin inhibitor -20, Rad51 HR inh 2, KLK5 inh 0, PERK inhibitor 0.0, FXIa inh 1536 1 and FXIIa inh 1536 12.
`CCOC(=O)COc1cc(Br)c(C2NC(=O)NC(C)=C2C(C)=O)cc1OCC` (stereo not drawn) gave Calpain2 inh 13, thrombin 1536 1, Furin inhibitor -14[20 µM], Rad51 HR inh -6, KLK5 inh -8, PERK inhibitor -1.2, FXIa inh 1536 3 and FXIIa inh 1536 11.
Screening CCCC(C)NS(=O)(=O)c1ccc(OC)c(C)c1 (stereo not drawn) returned Calpain2 inh 1, thrombin 1536 -1, KCC2 mod 0.17, Furin inhibitor -19[20 µM], Rad51 HR inh -13, KLK5 inh -2, PERK inhibitor 1.2, FXIa inh 1536 -1 and FXIIa inh 1536 10.
Cc1nnc(N/N=C/c2ccc(-c3ccc(Br)cc3)o2)n1N was read as Calpain2 inh -29, thrombin 1536 2, KCC2 mod -2, Furin inhibitor 0, Rad51 HR inh -4, KLK5 inh 2, PERK inhibitor 1.5, FXIa inh 1536 -2 and FXIIa inh 1536 6.
`O=C(NCC1CCCO1)C(=O)c1c[nH]c2ccccc12` (stereo not drawn) gave Calpain2 inh -17, thrombin 1536 -6, KCC2 mod 0.016, Furin inhibitor -8, Rad51 HR inh -11, KLK5 inh 3, PERK inhibitor 0.2, FXIa inh 1536 1 and FXIIa inh 1536 12.
O=[N+]([O-])c1ccc(OCCO)nc1 was read as Calpain2 inh 4, thrombin 1536 -1, KCC2 mod 0.73, Furin inhibitor -11, Rad51 HR inh 10, KLK5 inh -7, PERK inhibitor 2.4, FXIa inh 1536 7 and FXIIa inh 1536 10.
Screening CC(Cc1ccccc1)NC(=O)/C=C/c1ccc([N+](=O)[O-])cc1 (stereo not drawn) returned Calpain2 inh 4, thrombin 1536 -4, KCC2 mod -3.1, Furin inhibitor -16, Rad51 HR inh 6, KLK5 inh -10, PERK inhibitor -0.1, FXIa inh 1536 12 and FXIIa inh 1536 9.
Screening COc1ccc2nc(NC(=O)c3cc(C)oc3C)sc2c1 returned Calpain2 inh -21, thrombin 1536 0, KCC2 mod -0.047, Furin inhibitor -22[20 µM], Rad51 HR inh -7, KLK5 inh -4, PERK inhibitor -1.4, FXIa inh 1536 9 and FXIIa inh 1536 15.
N#CCCN(C(=O)COC(=O)C1CCN(S(=O)(=O)c2cccs2)CC1)c1ccccc1 was read as Calpain2 inh 22, thrombin 1536 -1, KCC2 mod 0.98, Furin inhibitor -31, PERK inhibitor 1.0, FXIa inh 1536 4 and FXIIa inh 1536 12.
`O=C(CN(Cc1ccccc1)S(=O)(=O)c1ccccc1)N1CCOCC1` gave Calpain2 inh 12, thrombin 1536 5, KCC2 mod 0.46, Furin inhibitor -7[20 µM], Rad51 HR inh 1, KLK5 inh -4, PERK inhibitor -0.7, FXIa inh 1536 8 and FXIIa inh 1536 25.
`COC(=O)c1[nH]c2cccc(Cl)c2c1NC(=O)CN1CCCCC1C` (stereo not drawn) gave Calpain2 inh -7, thrombin 1536 -7, Furin inhibitor -10, Rad51 HR inh 7, KLK5 inh -22, PERK inhibitor 0.1, FXIa inh 1536 -7 and FXIIa inh 1536 25.
For CSc1ccc(/C=N/N2CCN(c3ccccc3)CC2)cc1 the results were Calpain2 inh 12, thrombin 1536 -5, KCC2 mod -0.56, Furin inhibitor 12, Rad51 HR inh -1, KLK5 inh 2, PERK inhibitor 0.3 and FXIa inh 1536 9.

Arranged by SMILES length (rising): some entries from above
Screening CCCC(C)NS(=O)(=O)c1ccc(OC)c(C)c1 (stereo not drawn) returned Calpain2 inh 1, thrombin 1536 -1, KCC2 mod 0.17, Furin inhibitor -19[20 µM], Rad51 HR inh -13, KLK5 inh -2, PERK inhibitor 1.2, FXIa inh 1536 -1 and FXIIa inh 1536 10.
Cc1nnc(N/N=C/c2ccc(-c3ccc(Br)cc3)o2)n1N was read as Calpain2 inh -29, thrombin 1536 2, KCC2 mod -2, Furin inhibitor 0, Rad51 HR inh -4, KLK5 inh 2, PERK inhibitor 1.5, FXIa inh 1536 -2 and FXIIa inh 1536 6.
For O=C(/C=C/c1ccc([N+](=O)[O-])cc1)N(c1ccccn1)C1CCCCC1 the results were Calpain2 inh -49, thrombin 1536 -3, KCC2 mod 0.17, Furin inhibitor -20, Rad51 HR inh 2, KLK5 inh 0, PERK inhibitor 0.0, FXIa inh 1536 1 and FXIIa inh 1536 12.
